# Screens as filed in PubChem BioAssay.
# FN deposition inh: fibronectin deposition inhibition; AH1F fibroblasts, Alexa488-fibronectin deposition fluorescence, overnight; hit rate 0.086% among 350,000; inhibition, % at 12.6 µM;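 active = mean inhibition across replicates of 30% or more, regardless of how many single replicates reach that level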;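 also: positive control wells lacked labelled fibronectin entirely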
#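 Test system: AH1F fibroblast monolayer depositing Alexa488-labelled fibronectin into matrix. Input: 10000 cells per well. Technique: fluorescence, ex 485 nm, em 525 nm. Buffer or medium: DMEM plus 2% serum, read in PBS. Timing: 1 h cell adhesion before compound, then overnight fibronectin incubation. Compound: single dose, pinned. Read-out basis: inhibition from reduced deposited-fibronectin fluorescence.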
# esBAF inh: blocks esBAF chromatin remodeling in mouse ES cells | hit rate 2% among 350,000 | Bmi1-luciferase knock-in reporter, 24 h; 100% = twice the neutral-well signal | reporter increase, % at 12.5 µM; in the data active = activation above about 40%;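 also: 0% = median of the plate's neutral control wells and 100% = double that signal; a rise in the Bmi1 reporter signal indicates esBAF inhibition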
# E-selectin induc: E-selectin induction on HUVECs. hit rate 0.37% among 260,000. activation, % at 7.58 µM. P16581. HUVEC E-selectin immunofluorescence imaging; normalized: neutral wells 0, TNF-alpha wells 100;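 active = mean E-selectin-positive cell signal at least 10% of the positive control, reached in at least 60% of replicates, without over 20% cell loss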;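 also: in these data hits start at about 27%; measured in HUVEC primary endothelial cells; signal is the percent of cells scored E-selectin positive by PE staining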
# Target sequence (P16581 whole entry, looked up): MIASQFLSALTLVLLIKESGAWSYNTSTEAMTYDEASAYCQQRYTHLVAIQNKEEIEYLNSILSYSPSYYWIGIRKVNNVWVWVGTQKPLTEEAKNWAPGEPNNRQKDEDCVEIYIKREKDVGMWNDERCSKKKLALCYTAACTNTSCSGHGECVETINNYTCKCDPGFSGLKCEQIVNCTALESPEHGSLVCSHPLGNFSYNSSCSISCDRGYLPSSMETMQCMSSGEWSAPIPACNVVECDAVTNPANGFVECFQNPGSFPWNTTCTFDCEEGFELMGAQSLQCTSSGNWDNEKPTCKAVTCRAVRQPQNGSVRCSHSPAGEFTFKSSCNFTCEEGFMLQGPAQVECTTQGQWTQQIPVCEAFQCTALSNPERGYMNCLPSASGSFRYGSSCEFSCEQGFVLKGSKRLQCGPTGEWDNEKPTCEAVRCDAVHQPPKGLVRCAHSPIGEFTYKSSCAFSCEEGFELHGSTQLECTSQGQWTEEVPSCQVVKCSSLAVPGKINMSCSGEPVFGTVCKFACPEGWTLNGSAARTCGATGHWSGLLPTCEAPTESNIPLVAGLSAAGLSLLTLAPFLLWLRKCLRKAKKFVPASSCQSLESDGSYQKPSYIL
#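 Assay system: HUVEC, human umbilical vein endothelial cells / Amount: 3,000 HUVEC/well / Controls: TNF-alpha positive control, DMSO neutral control / Compound dosing: single concentration / Medium: EGM-2 over gelatin coat / Evaluation: percent E-selectin-positive cells / Signal: immunofluorescence imaging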
# Xi reactivation: reactivates the inactive X chromosome in mouse fibroblasts | XiGFP mouse fibroblasts, % GFP-positive cells imaging, 3 d; cells co-treated with 5-aza-dC sensitizer; scaled so ellipticine positive control = 100% | activation, % at 7.58 µM | hit rate 0.055% among 360,000 | AID 743238;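 active = mean normalized replicate activation at least 10% and every replicate at or above 10%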;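 also: 0% = median of on-plate neutral control wells and 100% = ellipticine 6 µM median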
#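 Assay system: SV40-immortalized XiGFP fibroblast cells, line 68-5-11; buffer or medium: DMEM plus 5-aza-dC sensitizer; compound: one concentration, pinned; timing: compounds 3 days, fix/stain 15 min at room temperature; benchmarks: positive control ellipticine, 6 µM final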
# EWS-Fli block: EWS/Fli transcriptional activity inhibition; A673 NR0B1-luciferase reporter, viability-normalised; inhibition, % at 12.6 µM; hit rate 0.67% among 350,000;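 active = mean inhibition of at least 50% after viability correction, with every replicate also passing that limit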;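 also: firefly luciferase signal divided by Alamar Blue viability fluorescence both relative to DMSO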
# RAD52 anneal inh: inhibitors of human RAD52 DNA annealing; hit rate 0.46% among 360,000; recombinant RAD52 DNA annealing, FRET fluorescence; P43351; inhibition, % at 18.7 µM;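 active = every replicate showing at least 50% inhibition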
# Target sequence (P43351 whole entry, looked up): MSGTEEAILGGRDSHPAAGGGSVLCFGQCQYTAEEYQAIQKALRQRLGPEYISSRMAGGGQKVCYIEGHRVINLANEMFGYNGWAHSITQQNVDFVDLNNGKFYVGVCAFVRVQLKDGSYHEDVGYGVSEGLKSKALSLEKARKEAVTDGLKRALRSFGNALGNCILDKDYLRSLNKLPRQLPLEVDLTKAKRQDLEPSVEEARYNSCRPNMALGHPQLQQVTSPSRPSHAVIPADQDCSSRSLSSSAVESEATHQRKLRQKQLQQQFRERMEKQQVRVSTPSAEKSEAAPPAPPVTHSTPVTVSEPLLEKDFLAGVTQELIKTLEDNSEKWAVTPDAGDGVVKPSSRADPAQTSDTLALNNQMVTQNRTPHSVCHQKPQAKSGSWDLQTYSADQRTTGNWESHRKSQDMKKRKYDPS
# S100A4 inh HTS: inhibitors of human S100A4 binding to myosin IIA peptide | AID 652163 | inhibition, % at 10.7 µM | P26447 | hit rate 0.14% among 360,000 | S100A4/TAMRA-MyoIIA peptide fluorescence polarization;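 active = mean inhibition of at least 70% across replicates, with every replicate also reaching that level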
#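 assay system = human S100A4 monomer with TAMRA-labelled myosin IIA peptide | also added = labelled myosin peptide probe, 5 nM | incubation = 5 min between mix addition and reading | control set = DMSO and TFP controls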
# RAD54 inh: blocks human RAD54 Holliday junction branch migration; Q92698; FAM/BHQ fluorescence; inhibition, % at 10.4 µM; hit rate 0.14% among 360,000; AID 602329;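 active = mean normalized replicate activity at least 40 and at least half of replicates scoring 40 or more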;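 also: 0% = median of neutral control wells and 100% = median of positive control wells; inhibitors cause a drop in the FAM fluorescence signal; in these data hits start at about 50%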
# * = called active by the depositor; nt = no result given. Not a hit list; about 3% have a hit in one of these screens.
SMILES,FN deposition inh,esBAF inh,E-selectin induc,Xi reactivation,EWS-Fli block,RAD52 anneal inh,S100A4 inh HTS,RAD54 inh
O=C(NCCS(=O)(=O)N1CCN(c2ccccc2)CC1)C1CCCC1,-1,nt,nt,0.4,-9,7,-3,-12
COc1ccccc1/C=N/NC(=O)CC(=O)NCc1ccccc1,-3,2,-4.3,0.0,-14,-1,-4,-4
Cn1ncc2cc3c(Nc4ccc(Cl)cc4)cccc3nc21,6,0,0.0,0.4,22,-21,-7,5
Cc1cc(C)n(C(C)CC(=O)Nc2ccc3c(c2)OCCO3)n1 (configuration not stated),-9,-17,nt,0.1,10,-11,1,0
O=S(=O)(Nc1cccc(S(=O)(=O)N2CCCC2)c1)c1cccs1,2,nt,116*,0.4,1,-24,-3,nt
CC1CCCCC12NC(=O)N(CC(=O)OCC(=O)N(C)C1CCCCC1)C2=O (configuration not stated),1,-2,nt,0.5,-2,-12,-2,-4
CN1CCN(C(=O)C[C@H]2CC[C@H]3[C@H](COc4ccc(NC(=O)C5CC5)cc4C(=O)N3C)O2)CC1,nt,1,-0.1,-0.1,0,-4,8,-10
Cc1cccc(OCC(=O)OCC(=O)N2CCN(C(=O)c3ccco3)CC2)c1C,nt,nt,0.1,0.0,nt,-12,-4,-3
COc1ccc(CCNC(=O)COC(=O)C23CC4CC(CC(Br)(C4)C2)C3)cc1,7,nt,nt,0.3,-4,-14,1,nt
CC(C)(CN1CCc2ccccc2C1)NS(=O)(=O)c1ccc(Cl)cc1,1,-4,0.2,1.4,-3,-7,-3,nt
CC(C)=C1C2CCC1C1C(=O)N(NC(=O)COc3ccc(C(C)(C)C)cc3)C(=O)C21 (configuration not stated),-3,-17,-1.3,nt,nt,nt,nt,1
COc1ccccc1NC(=O)N1C[C@@H]2[C@H](c3ccccc31)[C@@H](CO)N2C(=O)c1ccccc1,nt,1,1.6,0.0,7,-6,9,11
COc1ncnc2c1ncn2CCCN1CCN(Cc2cccc3ccccc23)CC1,nt,-5,-0.6,0.8,0,0,-2,-10
CN1C(=O)c2cc(NC(=O)c3ccccc3)ccc2OC[C@H]2O[C@H](CC(=O)O)CC[C@@H]21,-11,3,0.0,0.2,6,-13,1,-1
COCc1nnc(NC(=O)C2CC(=O)N(CCc3ccc(F)cc3)C2)s1 (configuration not stated),0,-1,0.1,0.1,4,-6,1,-5
C[C@@H]1CN([C@@H](C)CO)C(=O)Cc2cc(NC(=O)Nc3ccc(C(F)(F)F)cc3)ccc2O[C@@H]1CN(C)C(=O)Nc1cccc2ccccc12,nt,-8,-4.6,0.0,68*,11,-5,-3
CCOc1ccc(N2C(=O)CC(N(CCc3ccc(OC)c(OC)c3)C(=O)/C=C/C(=O)O)C2=O)cc1 (configuration not stated),-10,nt,5.5,0.0,3,-2,27,7
O=C(CN1CCN(Cc2ccc(Cl)cc2)CC1)N/N=C/c1cccc(F)c1,2,nt,nt,0.0,7,-16,8,4
O=C(Nc1cccc(F)c1)N1CCCCN2[C@H](CO)[C@@H](c3ccc(C#Cc4cccnc4)cc3)[C@@H]2C1,6,2,2.1,0.0,21,-37,5,-5
CN1c2ccc(C#Cc3cccnc3)cc2[C@@H]2[C@@H](CCN2C(=O)Cc2cccnc2)[C@@H]1CO,-3,6,1.8,0.4,-12,nt,-10,11
O=C(C1CCCC1)N1CC(=O)N2[C@H](CO)[C@@H](c3ccc(-c4ccccc4F)cc3)[C@H]2C1,3,nt,-0.1,0.0,-5,-10,9,nt
Cc1oc2c(c(C)nn2-c2ccccc2)c(=O)c1Cl,13,nt,0.4,0.2,7,5,-3,nt
CO[C@@H]1CN(C)C(=O)c2cc(NC(=O)c3ccc(F)cc3)ccc2OC[C@H](C)N(C(=O)CN(C)C)C[C@@H]1C,-7,1,-0.1,0.4,-5,-9,-2,9
O=S(=O)(Nc1ccc2ccccc2n1)c1ccccc1,nt,11,-0.2,0.0,-11,-12,-3,-8
CCS(=O)(=O)c1ccc(-c2cccc(NC(=O)COc3ccc(Cl)cc3)c2)nn1,-3,5,nt,0.0,-2,3,-2,-4
Cc1ccc(-c2csc(SCC(=O)Nc3cc(C)on3)n2)cc1,1,-27,nt,nt,nt,-3,1,2
CC(C)N(C(=O)[C@H]1CC(CC(=O)NCCCN(C)C)C(=O)N2CCc3c([nH]c4ccccc34)[C@]12C)C(C)C (some centres not stated),nt,1,-0.1,0.1,-2,-7,10,3
CCCNC(=O)C[C@@H]1CC[C@H]2[C@@H](COC[C@H](O)CN2CC2CCCCC2)O1,-7,5,0.0,0.1,nt,-8,-1,-4
COc1cccc(/C=c2\s/c(=C\C(=O)C(C)(C)C)[nH]c2=O)c1,0,nt,nt,0.0,7,-30,-2,nt
CSc1nsc(NC(=O)CCNC(=O)c2ccc([N+](=O)[O-])cc2)n1,-6,1,0.2,0.1,0,-8,1,-14

# Single records (already shown). Order of screens: FN deposition inh | esBAF inh | E-selectin induc | Xi reactivation | EWS-Fli block | RAD52 anneal inh | S100A4 inh HTS | RAD54 inh
# Entry for COc1cccc(/C=c2\s/c(=C\C(=O)C(C)(C)C)[nH]c2=O)c1 = 0 | nt | nt | 0.0 | 7 | -30 | -2 | nt
# Entry for CO[C@@H]1CN(C)C(=O)c2cc(NC(=O)c3ccc(F)cc3)ccc2OC[C@H](C)N(C(=O)CN(C)C)C[C@@H]1C = -7 | 1 | -0.1 | 0.4 | -5 | -9 | -2 | 9

# Next part.
SMILES,FN deposition inh,esBAF inh,E-selectin induc,Xi reactivation,EWS-Fli block,RAD52 anneal inh,S100A4 inh HTS,RAD54 inh
Cc1ccccc1SCC(=O)NNC(=O)c1ccccc1O,nt,3,0.1,0.1,-20,-9,-2,-10
O=C(Nc1ccc(S(=O)(=O)Nc2nccs2)cc1)c1ccc(F)cc1,0,7,0.1,0.1,-1,-9,-3,-3
COc1cccc(OCC(O)CN2CCN(c3ccccn3)CC2)c1 (configuration not stated),-16,nt,nt,0.0,3,-15,3,1
CC(C)(C)S(=O)N1Cc2cc(CO)cc(-c3ccccc3)c2[C@H]1CCO (some centres not stated),-4,-1,0.0,0.0,4,-21,-10,-11
COc1ccc(OC)c(N(C)S(=O)(=O)c2cc3c(cc2C)NC(=O)CO3)c1,7,0,-0.9,-0.1,3,-11,0,0
CC(C)NC(=O)N(C)C[C@H]1Oc2ccc(NS(=O)(=O)c3ccc(F)cc3)cc2CC(=O)N([C@@H](C)CO)C[C@H]1C,-25,5,0.1,0.3,-2,11,5,8
O=c1cnc2ccccc2n1Cc1ccccc1,3,4,0.1,0.0,-3,-5,4,0
O=C(N[C@@H]1CC[C@@H](CCNS(=O)(=O)c2ccc(F)cc2)O[C@@H]1CO)C1CCCC1,nt,-4,4.5,-0.4,3,-41,9,10
CCOc1ccc(CN2CCNC(=O)C2CC(=O)NCCN2CCOC2=O)cc1 (configuration not stated),-6,-3,-0.1,-0.1,nt,-19,-1,-9
COc1cccc(CC(=O)OCC(=O)N(C)CC(=O)Nc2ccc(Cl)c(C(F)(F)F)c2)c1,-11,-2,nt,-0.1,3,-9,10,-14
CN=C(Nc1cc(C)nn1CCC#N)c1ccccc1,nt,-6,nt,nt,-6,-4,-1,-6
COC(=O)c1c(C)[nH]c(C(=O)C(C)OC(=O)C2CC(=O)N(CCc3ccccc3)C2)c1C (configuration not stated),-10,-5,1.1,-0.1,-5,-8,0,-5
Cc1ccc(OCC(=O)Nc2ccc(N3CCOCC3)cc2)cc1,nt,-4,nt,nt,nt,-8,2,6
C[C@H](CO)N1C[C@H](C)[C@H](CN(C)Cc2ccc3c(c2)OCO3)Oc2c(NC(=O)c3ccc(-c4nccs4)cc3)cccc2C1=O,nt,-7,4.4,0.0,11,5,-36,-6
N#CCC(=O)Nc1ccc(C(=O)OCC(=O)N=c2sccn2Cc2ccccc2Cl)cc1,7,-4,nt,0.3,-1,-60,-14,nt
Cc1noc(C)c1NC(=O)Nc1ccc2c(c1)C(=O)N([C@H](C)CO)C[C@@H](C)[C@@H](CN(C)S(=O)(=O)c1ccccc1)O2,nt,1,1.8,-0.5,-11,nt,nt,nt
O=C(NCCCN1CCN(c2ccc(F)cc2)CC1)NC12CC3CC(CC(C3)C1)C2,2,-4,0.0,-0.1,10,-9,-3,-10
O=S(=O)(Nc1nc2ccccc2nc1Cl)c1ccc(F)cc1,10,nt,-0.1,nt,5,-7,1,-12
Cc1cc2c(cc1C)C(=O)C(Br)=C(N)C2=O,5,22,-0.5,0.3,-21,-61,31,-14
NC(=O)/C(=C\c1ccc([N+](=O)[O-])o1)c1ccco1,-10,-50,4.6,0.3,-5,-47,-17,2
Cc1nc2ccc(C(=O)N3CCN(C(=O)c4ccco4)CC3)cn2c1N(C)C(=O)CCc1ccccc1,4,-2,0.1,0.0,-3,4,1,-7
Cc1cc(NS(=O)(=O)c2ccc(NC(=O)C(C)Oc3cc(C)c(Cl)c(C)c3)cc2)no1 (configuration not stated),12,3,-0.4,-0.1,3,-6,-2,-17
COC(=O)C1CCN(C(=O)Cn2nnc(-c3cccc(F)c3)n2)CC1,-9,nt,-0.1,-0.1,14,-14,-5,nt
COc1ccc(F)cc1C(=O)C1CCCN(Cc2ccc(Oc3ncccn3)cc2)C1 (configuration not stated),nt,nt,nt,0.0,5,-37,-3,nt
C[C@@H]1CN([C@H](C)CO)C(=O)CCCn2nncc2CO[C@@H]1CN(C)Cc1ccc(-c2ccccc2)cc1,4,0,-0.3,-0.3,5,5,43,-5
Cc1ccccc1NC(=S)NNC(=O)c1ccncc1,6,nt,-0.1,-0.1,-38,-1,-9,nt
O=C(Cc1cccc2ccccc12)NCC(=O)Nc1ccccc1F,1,0,0.2,1.1,nt,-22,-2,-3
COCC(=O)Oc1c(S(=O)(=O)c2ccccc2)c(C)nn1C(C)(C)C,-3,3,nt,0.0,13,-10,-5,7
N#Cc1ccc(-c2ccccc2)nc1SCCN1CCOCC1,nt,nt,nt,0.0,7,-21,-5,nt
C[C@H]1CN([C@@H](C)CO)C(=O)Cc2cc(NS(=O)(=O)c3cccs3)ccc2O[C@H]1CN(C)S(C)(=O)=O,nt,-2,-6.2,0.0,-16,-1,-10,-1
C[C@@H]1CN([C@H](C)CO)C(=O)c2cccc(NS(=O)(=O)c3ccccc3)c2O[C@@H]1CN(C)C(=O)NC1CCCCC1,nt,5,0.0,-0.8,1,11,-22,-1
CCN(C[C@H]1[C@H](c2ccc(-c3cccnc3)cc2)[C@@H](CO)N1C(C)=O)C(C)=O,-16,2,0.0,-0.1,0,-4,-5,1
COc1ccccc1-c1c(C)nn2c(NCCN3CCCC3)cc(C)nc12,-7,0,94*,0.0,-3,-18,-3,-15
Cn1c(=O)c2c(nc(C(O)c3ccccc3)n2C)n(C)c1=O (configuration not stated),nt,nt,-0.7,0.6,6,-40,-5,nt
C[C@@H]1CN([C@@H](C)CO)C(=O)c2cccc(NC(=O)C3CCOCC3)c2O[C@@H]1CN(C)C(=O)Nc1cccc2ccccc12,-11,3,-0.2,0.0,-13,2,5,-17
